ALOX12 inhib: qHTS Assay for Inhibitors of 12-hLO (12-human lipoxygenase) | Potency, µM (highest dose often 57.1 µM), for inactives: at the top dose activity change, negative = inhibition, usual class: inhibitors | purified 12-hLO, xylenol orange hydroperoxide absorbance | Polyunsaturated fatty acid lipoxygenase ALOX12 (Homo sapiens), P18054 | 150,000 compounds, 0.12% hits | AID 1452, 2008; also: potency is read from the fitted curve at half-maximal effect; nearly all actives have a fitted effect of over 55% in size; many of its hits are not listed in these tables
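Hydroperoxide formation by human 12-lipoxygenase from 40 uM arachidonic acid was followed colorimetrically via ferric-xylenol orange complex, using the 573/405 nm absorbance ratio. Enzyme concentration was 150 nM, with 30 min reaction at room temperature.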
IMPase inh: qHTS Assay for Identifying the Cell-Membrane Permeable IMPase Inhibitors. Inositol monophosphatase 1 (Rattus norvegicus), P97697. CHO-M1 cells, IP1 accumulation, HTRF TR-FRET ratio. AID 901, 2007. 120,000 tested, under 10 active. inhibition (IP1 accumulation), % at 46.1 µM; active = well fitted curve in the direction sought with a large enough effect in the signal ratio, not every such curve was filed as active; inconclusive = small, poorly fitted or top-dose-only effect, or a change in a side signal; inactive = no such curve, though single readings can be large or run the other way; the % refers to the signal ratio;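 also: cells stimulated with carbachol in lithium chloride buffer; plate controls were DMSO basal wells for no effect and reference inhibitor wells for full effect; higher means more IMPase inhibition seen as more IP1 and lower FRET ratio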
Target sequence (P97697 whole entry, looked up): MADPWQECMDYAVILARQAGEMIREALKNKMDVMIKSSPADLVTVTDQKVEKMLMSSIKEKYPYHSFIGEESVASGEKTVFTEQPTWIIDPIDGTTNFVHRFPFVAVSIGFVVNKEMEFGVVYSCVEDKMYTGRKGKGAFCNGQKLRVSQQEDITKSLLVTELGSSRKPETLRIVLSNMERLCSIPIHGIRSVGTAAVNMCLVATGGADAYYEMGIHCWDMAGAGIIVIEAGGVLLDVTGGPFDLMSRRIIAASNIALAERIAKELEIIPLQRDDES
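Cellular IMPase inhibition is scored as a rise in cytosolic IP1, detected by competitive TR-FRET between d2-labelled IP1 and a europium anti-IP1 antibody. M1-expressing CHO cells were stimulated with carbachol for 30 min at 37C, with lithium (50 mM LiCl) present in the buffer.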
PNC assembly inh: High Content Assay for Compounds that inhibit the Assembly of the Perinucleolar Compartment; PC3M PTB-GFP, PNC prevalence imaging, 16 h; hits give low values; activity change (PNC), negative = inhibition, % at 10 µM; 140,000 compounds, 3.1% hits;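 active = readout at or below -70, meaning at least 70% loss of cells showing the perinucleolar compartment, a nuclear body marking cancer cells; inconclusive = readout between -30 and a set limit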;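 also: plate controls were DMSO wells for no effect and camptothecin positive control wells for full effect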
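Compounds are pinned in duplicate onto adhered PC3M cells stably expressing GFP-tagged PTB and incubated 16 h at 37 C. Cells are then fixed, nuclei stained with Hoechst, and PNC-positive cells counted.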
15-hLO-2 inh: qHTS Assay for Inhibitors of 15-hLO-2 (15-human lipoxygenase 2) | AID 881, 2007 | purified 15hLO-2, xylenol orange hydroperoxide absorbance | Potency, µM (highest dose often 57.1 µM), without a hit: at the top dose activity change, negative = inhibition, usual class: inhibitors | 110,000 compounds, 0.56% hits; also: potency is read from the fitted curve at half-maximal effect; nearly all actives have a fitted effect of over 60% in size; many of its hits are not listed in these tables
Target sequence (O15296 whole entry, looked up): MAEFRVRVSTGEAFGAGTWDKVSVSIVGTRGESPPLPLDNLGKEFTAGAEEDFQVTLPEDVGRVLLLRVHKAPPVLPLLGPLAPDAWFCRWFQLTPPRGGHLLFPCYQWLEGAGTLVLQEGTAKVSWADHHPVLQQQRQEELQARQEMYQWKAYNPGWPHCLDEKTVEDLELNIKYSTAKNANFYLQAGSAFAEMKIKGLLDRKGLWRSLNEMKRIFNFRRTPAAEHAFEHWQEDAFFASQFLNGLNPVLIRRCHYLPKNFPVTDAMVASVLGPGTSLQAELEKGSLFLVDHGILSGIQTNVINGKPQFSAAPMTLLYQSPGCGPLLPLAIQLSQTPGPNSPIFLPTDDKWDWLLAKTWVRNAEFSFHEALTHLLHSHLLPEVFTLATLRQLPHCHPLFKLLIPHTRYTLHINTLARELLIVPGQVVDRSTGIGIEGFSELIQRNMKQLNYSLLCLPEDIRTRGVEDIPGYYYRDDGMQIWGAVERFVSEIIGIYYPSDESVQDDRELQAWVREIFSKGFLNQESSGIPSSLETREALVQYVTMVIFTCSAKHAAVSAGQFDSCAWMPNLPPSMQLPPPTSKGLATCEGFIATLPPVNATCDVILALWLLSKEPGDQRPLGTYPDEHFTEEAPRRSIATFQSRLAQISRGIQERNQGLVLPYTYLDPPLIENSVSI
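Screening format was qHTS against 50 nM purified 15hLO-2 in Hepes pH 7.5 with detergent. Activity follows hydroperoxide formation from 45 uM arachidonic acid, measured as 573:405 nm absorbance ratio of the ferric-xylenol orange complex.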
Active calls of the source: *; ? = inconclusive; nt = no result given; [ ] = dose if it differs, or a comment. Unless noted, calls follow the shape of the dose curve; as a rule, active = well fitted curve in the direction sought with a large enough effect; inconclusive = small, poorly fitted or top-dose-only effect, or another doubt; inactive = no such curve, though single readings can be large; an effect the other way counts as inactive or inconclusive. Unless noted, % is scaled to controls: 0 for no effect and ±100 for the full control effect. Random draw from the library; 3.1% or so of the library scored in one or more.

A first look (3 entries):
Fields – ALOX12 inhib, IMPase inh, PNC assembly inh, 15-hLO-2 inh
- O=[N+]([O-])c1cc(/C=N/OCc2c(Cl)cccc2Cl)ccc1N1CCOCC1
    -4%, 23, 7, 1%
- COC(=O)c1c(NC(=O)CSc2nnc(-c3ccco3)n2Cc2ccccc2)sc(C)c1C
    6%, 6, 30, -4%
- CCC(SC1=NCCS1)C(=O)Nc1ccc(S(N)(=O)=O)cc1 (stereo not drawn)
    1%, nt, ?, nt

The whole of this part, from the start:
Fields – ALOX12 inhib, IMPase inh, PNC assembly inh, 15-hLO-2 inh
- O=[N+]([O-])c1cc(/C=N/OCc2c(Cl)cccc2Cl)ccc1N1CCOCC1
    -4%, 23, 7, 1%
- COC(=O)c1c(NC(=O)CSc2nnc(-c3ccco3)n2Cc2ccccc2)sc(C)c1C
    6%, 6, 30, -4%
- CCC(SC1=NCCS1)C(=O)Nc1ccc(S(N)(=O)=O)cc1 (stereo not drawn)
    1%, nt, ?, nt
- CCNc1nc(Cl)nc(NCCOc2ccc(C)cc2)n1
    0%, nt, 38, nt
- CC(=O)Nc1c(C(=O)C2CC2)oc2ccccc12
    -2%, -7, ?, -2%
- COc1ccc2c(c1OC)C(=O)N(c1nccs1)C2
    -6%, 4, 5, 3%
- Brc1ccc(-c2nc3ncccn3c2NC2CCCCC2)o1
    -6%, -7, 32, -14%
- CCN(CC)Cc1cc(NC2=NS(=O)(=O)c3ccccc32)ccc1OC(=O)C(C)C
    5%, 1, 4, 2%
- COc1cc(/C=N/NC(=Nc2ccc(C)cc2)c2nc3ccccc3s2)ccc1O
    -18%, 7, -19, 4%
- CCOC(=O)N1CCN(C(=O)CSCc2nc(-c3ccccc3F)oc2C)CC1
    10%, 5, 39, nt
- Cc1c(Br)c([N+](=O)[O-])nn1C(C)C(=O)N1CCCc2ccccc21 (stereo not drawn)
    -5%, -5, 30, -14%
- c1ccc2c(c1)[nH]c1c(N3CCC4(CC3)OCCO4)ncnc12
    0%, 7, 43, 4%
- O=C(Cc1n[nH]c(=O)c2ccccc12)Nc1ccc(-c2nnc3n2CCCCC3)cc1
    5%, 6, 45, -3%
- COc1ccc(CC(=O)N2CCN(c3ccc(C4=NNC(=O)CC4C)cc3)CC2)cc1 (stereo not drawn)
    -2%, 8, 38, -3%
- Cc1c(Nc2cc(N3CCCC(C)C3)c3nonc3c2[N+](=O)[O-])c(=O)n(-c2ccccc2)n1C (stereo not drawn)
    -8%, -5, 13, -15%
- O=C(N/N=C/c1ccc([N+](=O)[O-])o1)c1ccc(O)cc1
    -7%, nt, -27, nt
- Cc1ccccc1N(C(=O)Cc1c[nH]c2ccccc12)C(C(=O)NC1CCCCC1)c1ccco1 (stereo not drawn)
    0%, nt, -2, nt
- Cc1cc(NC(=O)C2C3C(=O)N(CCC(C)C)C(C(=O)NCc4ccccc4)C34C=CC2(C)O4)no1 (stereo not drawn)
    0%, -3, ?, -1%
- Cc1cc(C(=O)N/N=C2\CC(=O)CC(C)(C)C2)c2ccccc2n1
    8%, nt, ?, nt
- CC1CCc2c(c3ccccc3[nH]c2=O)O1 (stereo not drawn)
    4%, -1, 15, 8%
- Nc1ccc(-c2nc3ccc(C(=O)O)cc3s2)cc1
    -2%, ?, 20, nt
- COC(=O)c1cc(C#N)c(Oc2cccc(C)c2C)nc1C
    -5%, -7[1.84 µM], -1, -22%[11.4 µM]
- Cc1cccc2cc(CN(CC3CCCO3)C(=S)Nc3ccccc3)c(=O)[nH]c12 (stereo not drawn)
    0%, nt, -22, nt
- Cc1ccc(C(=O)c2cnc3ccccc3c2-c2ccccc2)cc1
    -8%, -5, 68, 32%[activator]
- Cc1ccccc1N(CC(=O)O)S(C)(=O)=O
    4%, 5, -104*, nt
- C[C@H]1[C@H]2CC[C@H]3[C@@H]4CC=C5C[C@@H](N(C)C)CC[C@]5(C)[C@H]4CC[C@]23CN1C
    -1%, nt, nt, 30%
- CCCCOCCCNC(=O)CCCOc1ccccc1
    9%, 1, -10, 9%
- C=CCSc1nnc(-c2nnc(SCC=C)n2-c2ccccc2)n1-c1ccccc1
    5%, 15, 100, -1%
- COc1cc(OC)c(OC)cc1CN1CCN(c2ccccc2OC)CC1
    -7%, 13, 36, -5%
- COc1ccc(S(=O)(=O)NC(CC(=O)O)c2ccco2)cc1 (stereo not drawn)
    -1%, nt, ?, nt

Going on with the list:
Fields – ALOX12 inhib, IMPase inh, PNC assembly inh, 15-hLO-2 inh
- COCc1nnc(NC(=O)CC(C)c2ccccc2)s1 (stereo not drawn)
    -1%, 3, 9, 0%
- CCC(C)NC(=O)CSc1ncccc1C(=O)O (stereo not drawn)
    7%, -4, ?, -9%
- Cc1ccnc(NC(=O)/C=C/c2cccs2)c1
    3%, 5, 8, nt
- Cc1nc2cc3nc(C(F)(F)F)[nH]c3cc2[nH]1
    0%, nt, ?, nt
- Cn1cnc(C(F)(F)F)c1-c1ccc([N+](=O)[O-])cc1
    -3%, nt, ?, nt
- CC(C)N(Cc1nc(-c2ccccc2)no1)C(=O)CN(C)S(=O)(=O)c1ccc(Br)cc1
    -17%, ?, 18, 2%
- CCOc1cc2[nH]c(=S)n(Cc3ccc(C(=O)NCC(OC)OC)cc3)c(=O)c2cc1OCC
    0%, 8, -3, -16%
- Cc1ccc(C(=O)CCNc2ccc(F)c(Cl)c2)o1
    -2%, 1, -4, -4%
- Cc1nn(C(=O)c2ccco2)c(C)c1CN1C(=O)c2ccccc2C1=O
    1%, -2, -17, -12%
- Cc1cc2cc(C#N)c(NCCNC(=S)NCCCN3CCOCC3)nc2cc1C
    -6%, -10, -7, nt
- COc1c2c(nc3occc13)C(CC=C(C)C)(OC)C(O)CC2 (stereo not drawn)
    4%, -7, -100*, nt
- CC(=O)N1CCN(C(=S)c2cccc([N+](=O)[O-])c2)CC1
    -2%, nt, 4, nt
- CN(C(=O)/C(N=Nc1cccc(C(F)(F)F)c1)=C(\O)C(F)(F)F)c1ccccc1
    -4%, -4, 28, -8%
- COc1ccc2cc(CCNC(=O)C(C)C)c(=O)[nH]c2c1
    -2%, -9, 25, 0%
- Cc1ccc(C)c(OCCCC(=O)O)c1
    2%, -4, -24, -4%
- CC(C)N(C(=O)C1CC(=O)OC12CCCCC2)C(C)C (stereo not drawn)
    0%, -2, 19, -3%
- O=c1cc(-c2ccccc2)[nH]c2cc(F)ccc12
    -1%, nt, ?, nt
- COc1ccc(OC)c(-n2c(-c3cc(-c4ccccc4)n[nH]3)n[nH]c2=S)c1
    -4%, nt, 52, nt
- CCCCCCCCCCCCCCCC(=O)OC(CO)CO
    -4%, nt, nt, 33%[activator]
- CCCCC(c1nnnn1CCOC)N1CCN(CC)CC1 (stereo not drawn)
    2%, -10, -100*, nt
- COc1ccccc1N1CCN(C[C@@H]2CN3C(=O)N(C)c4ccccc4C3=N2)CC1
    -2%, -4, nt, 33%[activator]
- O=C(O)CSc1nnc(Cc2ccccc2)n1-c1ccccc1
    4%, 13, ?, -1%

20 entries out of the list, arranged by length of the SMILES, low to high:
Fields – ALOX12 inhib, IMPase inh, PNC assembly inh, 15-hLO-2 inh
- CCCCOCCCNC(=O)CCCOc1ccccc1
    9%, 1, -10, 9%
- CC1CCc2c(c3ccccc3[nH]c2=O)O1 (stereo not drawn)
    4%, -1, 15, 8%
- Cc1ccnc(NC(=O)/C=C/c2cccs2)c1
    3%, 5, 8, nt
- CCCCC(c1nnnn1CCOC)N1CCN(CC)CC1 (stereo not drawn)
    2%, -10, -100*, nt
- CCNc1nc(Cl)nc(NCCOc2ccc(C)cc2)n1
    0%, nt, 38, nt
- Cc1nc2cc3nc(C(F)(F)F)[nH]c3cc2[nH]1
    0%, nt, ?, nt
- CC(C)N(C(=O)C1CC(=O)OC12CCCCC2)C(C)C (stereo not drawn)
    0%, -2, 19, -3%
- COc1ccc(S(=O)(=O)NC(CC(=O)O)c2ccco2)cc1 (stereo not drawn)
    -1%, nt, ?, nt
- Cc1cc2cc(C#N)c(NCCNC(=S)NCCCN3CCOCC3)nc2cc1C
    -6%, -10, -7, nt
- Cc1cc(C(=O)N/N=C2\CC(=O)CC(C)(C)C2)c2ccccc2n1
    8%, nt, ?, nt
- CCOC(=O)N1CCN(C(=O)CSCc2nc(-c3ccccc3F)oc2C)CC1
    10%, 5, 39, nt
- C=CCSc1nnc(-c2nnc(SCC=C)n2-c2ccccc2)n1-c1ccccc1
    5%, 15, 100, -1%
- Cc1c(Br)c([N+](=O)[O-])nn1C(C)C(=O)N1CCCc2ccccc21 (stereo not drawn)
    -5%, -5, 30, -14%
- Cc1cccc2cc(CN(CC3CCCO3)C(=S)Nc3ccccc3)c(=O)[nH]c12 (stereo not drawn)
    0%, nt, -22, nt
- O=[N+]([O-])c1cc(/C=N/OCc2c(Cl)cccc2Cl)ccc1N1CCOCC1
    -4%, 23, 7, 1%
- COc1ccccc1N1CCN(C[C@@H]2CN3C(=O)N(C)c4ccccc4C3=N2)CC1
    -2%, -4, nt, 33%[activator]
- COC(=O)c1c(NC(=O)CSc2nnc(-c3ccco3)n2Cc2ccccc2)sc(C)c1C
    6%, 6, 30, -4%
- CCOc1cc2[nH]c(=S)n(Cc3ccc(C(=O)NCC(OC)OC)cc3)c(=O)c2cc1OCC
    0%, 8, -3, -16%
- Cc1c(Nc2cc(N3CCCC(C)C3)c3nonc3c2[N+](=O)[O-])c(=O)n(-c2ccccc2)n1C (stereo not drawn)
    -8%, -5, 13, -15%
- C[C@H]1[C@H]2CC[C@H]3[C@@H]4CC=C5C[C@@H](N(C)C)CC[C@]5(C)[C@H]4CC[C@]23CN1C
    -1%, nt, nt, 30%

Screens (PubChem BioAssay)
